Assay outcomes deposited in PubChem BioAssay by Broad Institute.
PGC1a acetyl inh = lowers PGC1a acetylation signal in U2OS cells. AlphaScreen anti-acetyl-lysine; with virally co-expressed GCN5 acetyltransferase. hit rate 0.17% among 350,000. inhibition, % at 15.6 µM;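 active means every replicate shows inhibition of at least 40%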;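 further: 0% = neutral control wells and 100% = positive control wells; some results beyond the cut were filed as inactive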
PAX8 reporter = lowers PAX8-driven luciferase in RMG-I cells. inhibition, % at 12.6 µM. AID 652154. RMG-I TPO-luciferase reporter, SteadyGlo, 24 h. hit rate 1.2% among 360,000;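 active means mean replicate inhibition at least 60% with every replicate also reaching 60%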;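 further: luciferase light reporting Pax8 driven TPO promoter activity; plate controls were median of neutral control wells for no effect and mitoxantrone controls for full effect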
FN deposition inh = fibronectin deposition inhibition; AH1F fibroblasts, Alexa488-fibronectin deposition fluorescence, overnight; inhibition, % at 12.6 µM; hit rate 0.086% among 350,000; AID 743247;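 active means mean inhibition across replicates of 30% or more, regardless of how many single replicates reach that level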;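 further: positive control wells lacked labelled fibronectin entirely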
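material = AH1F fibroblast monolayer depositing Alexa488-labelled fibronectin into matrix | amount = 10000 AH1F cells/well | buffer or medium = DMEM plus 2% serum, read in PBS | incubation = 1 h cell adhesion before compound, then overnight fibronectin incubation | detection = fluorescence at 485 nm excitation, 525 nm emission | evaluation = percent inhibition as loss of matrix-bound fibronectin fluorescence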
Casp6 inh = blocks human caspase-6 cleavage activity; P55212; purified caspase-6, Z-VEID-R110 cleavage fluorescence; inhibition, % at 12.5 µM; hit rate 0.53% among 350,000; AID 686996;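 active means mean inhibition across replicates at least about 35%, with every replicate also reaching that limit, limit read from the data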;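 further: 0% = median of neutral control wells and 100% = no fluorescence left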
Target sequence (P55212 24-179 limits assumed): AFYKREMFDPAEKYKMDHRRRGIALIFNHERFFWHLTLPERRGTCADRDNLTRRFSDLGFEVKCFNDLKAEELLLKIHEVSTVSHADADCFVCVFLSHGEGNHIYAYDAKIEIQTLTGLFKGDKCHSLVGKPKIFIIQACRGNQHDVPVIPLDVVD
Target sequence (P55212 194-293 limits assumed): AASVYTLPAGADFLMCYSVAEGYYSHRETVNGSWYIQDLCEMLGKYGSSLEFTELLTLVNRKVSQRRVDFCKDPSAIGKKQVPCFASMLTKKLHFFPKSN
miR-122 sensor = inhibitors of miR-122 in Huh7 cells; Huh7 miR-122 Renilla luciferase sensor, 48 h; neutral wells = 0, positive control = 100; activation (reporter increase), % at 12.5 µM; hit rate 0.3% among 340,000; AID 602342;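 active means mean replicate activation score at least 90 and every replicate individually at or above 90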;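 further: higher luciferase means less miR-122 activity so hits act as miR-122 inhibitors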
EWS-Fli block = EWS/Fli transcriptional activity inhibition; inhibition, % at 12.6 µM; A673 NR0B1-luciferase reporter, viability-normalised; AID 651661; hit rate 0.67% among 350,000;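 active means mean inhibition of at least 50% after viability correction, with every replicate also passing that limit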;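 further: firefly luciferase signal divided by Alamar Blue viability fluorescence both relative to DMSO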
LGR2 antag = inhibitors of bursicon-induced Drosophila LGR2 receptor cAMP signaling; hit rate 0.35% among 380,000; HEK293 LGR2, CRE-luciferase, bursicon-stimulated, 4 h; inhibition, % at 9.99 µM;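 active means drop in luminescence signal, shown as inhibition above about 50% in the replicate tests, limit read from the data, passing the limit was not always enough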;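 further: agonist challenge used bursicon conditioned medium at about half maximal strength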
Cneo AK release = causes C. neoformans cell lysis. adenylate kinase release luminescence, 4 h; normalised: neutral wells 0, clomiphene wells 100. lysis activity, % at 15 µM. hit rate 0.2% among 360,000;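 active means mean lysis activity across replicates of at least 80%, whatever share of replicates individually reach that level; inactive means mean lysis activity below 80%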
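read-out = cell lysis signal | test system = log-phase Cryptococcus neoformans yeast cells | input = cells at 5 × 10^6 per mL | medium = fresh YPD growth medium | signal = luminescent adenylate kinase detection reagent | timing = 4 h at 37 °C static, read 1 h later | dosing = single dose | controls = Clomiphene as positive lysis control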
An asterisk follows results filed as active; · = no result given; [ ] = remark or other dose.

SMILES | PGC1a acetyl inh | PAX8 reporter | FN deposition inh | Casp6 inh | miR-122 sensor | EWS-Fli block | LGR2 antag | Cneo AK release
CCOc1ccccc1N1CCN(S(=O)(=O)c2cccc3nsnc23)CC1 | -14 | · | · | -1 | 8 | 13 | 4 | -3
COc1ccccc1N(CC(=O)NCC1CCCO1)C(=O)CNS(=O)(=O)c1ccccc1 (configuration not stated) | 7 | 7 | -4 | 4 | · | 3 | -7 | 0
Cc1c(C(=O)Nc2ccc3nc(N4CCOCC4)sc3c2)oc2ccccc12 | -14 | -5 | · | -4 | -4 | -12 | 0 | 0
CN(C)C(CNC(=O)c1ccc(NC(=O)CC#N)cc1)c1ccccc1 (configuration not stated) | 1 | 14 | -10 | -8 | · | 5 | -14 | ·
O=C(NCCc1nc(-c2ccccc2Cl)no1)C1CCCCC1 | -13 | -5 | 2 | 0 | 1 | 7 | 6 | 1
COCC(C)n1c(SCC(=O)NC(=O)NCc2ccccc2)nc2ccccc2c1=O (configuration not stated) | -9 | 15 | 2 | 1 | 4 | 9 | 14 | 4
O=C(CN1CCN(S(=O)(=O)c2ccc3c(c2)OCCCO3)CC1)N1CCc2ccccc21 | 4 | 31 | -8 | 1 | -6 | -4 | -1 | 0
C[C@@H]1CCCCO[C@H](CN(C)C(=O)Nc2ccc(F)cc2)[C@@H](C)CN([C@H](C)CO)C(=O)c2cc(NC(=O)Cc3ccccc3)ccc2O1 | 0 | -18 | · | 1 | -4[16.7 µM] | -3 | 18 | -6
CCOc1cc(C(=O)OCC(=O)c2c(N)n(C)c(=O)n(C)c2=O)cc(OCC)c1OCC | -1 | · | -3 | · | -3 | · | 15 | 7
CN1C(C(=O)NCC2CC2)CC2Cn3c(nc4cc5ccccc5cc43)C21 (configuration not stated) | 11 | -16 | -3 | 0 | 1 | -17 | -9 | 1
OCC[C@@H]1C[C@@H](O)[C@H](O)[C@]2(CCCCO2)O1 | · | 2 | 0 | -3 | · | 2 | 5 | 0
CSc1nc2n(n1)C(c1cccs1)C1=C(CCCC1=O)N2 (configuration not stated) | -2 | 2 | -2 | 2 | -4 | 0 | 4 | 2

Compound profiles, as listed above:
Results for CN(C)C(CNC(=O)c1ccc(NC(=O)CC#N)cc1)c1ccccc1 (configuration not stated) : PGC1a acetyl inh = 1; PAX8 reporter = 14; FN deposition inh = -10; Casp6 inh = -8; miR-122 sensor = ·; EWS-Fli block = 5; LGR2 antag = -14; Cneo AK release = ·
Results for CCOc1ccccc1N1CCN(S(=O)(=O)c2cccc3nsnc23)CC1 : PGC1a acetyl inh = -14; PAX8 reporter = ·; FN deposition inh = ·; Casp6 inh = -1; miR-122 sensor = 8; EWS-Fli block = 13; LGR2 antag = 4; Cneo AK release = -3

3 of the entries above in order of their number in miR-122 sensor, falling.
Structure | PGC1a acetyl inh | Casp6 inh | miR-122 sensor | LGR2 antag
CN1C(C(=O)NCC2CC2)CC2Cn3c(nc4cc5ccccc5cc43)C21 (configuration not stated) | 11 | 0 | 1 | -9
Cc1c(C(=O)Nc2ccc3nc(N4CCOCC4)sc3c2)oc2ccccc12 | -14 | -4 | -4 | 0
O=C(CN1CCN(S(=O)(=O)c2ccc3c(c2)OCCCO3)CC1)N1CCc2ccccc21 | 4 | 1 | -6 | -1

(next part)
SMILES | PGC1a acetyl inh | PAX8 reporter | FN deposition inh | Casp6 inh | miR-122 sensor | EWS-Fli block | LGR2 antag | Cneo AK release
CC(NC(=O)CN1c2cccc3cccc(c23)S1(=O)=O)c1ccc(S(N)(=O)=O)cc1 (configuration not stated) | 7 | · | -5 | 56* | 3 | 2 | 14 | 3
CCc1ccc(-n2c(=O)c3c(C)c(C)sc3n(CC(=O)NCC3CCCO3)c2=O)cc1 (configuration not stated) | 4 | -7 | 0 | -2 | 3 | 3 | -3 | ·
O=C(C[C@@H]1C=C[C@@H](NC(=O)Cc2cccnc2)[C@@H](CO)O1)Nc1ccc(-c2ccccc2)cc1 | 1 | -1 | 4 | 1 | · | · | 8 | ·
COc1ccccc1C(=O)c1nc2ccccc2n1C | · | 3 | -5 | -2 | · | -1 | -16 | -1
OCCN1CCN(c2ncnc3scc(-c4ccc(F)cc4)c23)CC1 | 0 | -8 | 0 | 0 | -6 | 7 | 11 | 0
O=C(CCNC(=O)c1ccco1)Nc1cccc(C(F)(F)F)c1 | -6 | 1 | 0 | -2 | -4 | 3 | -8 | 1
COc1ccc(S(=O)(=O)N2CCOCC2)cc1NC(=O)c1sccc1C | 7 | 10 | -7 | -2 | 3 | 0 | · | 0
Cc1cc(SCC(=O)NCCCN2CCCC2=O)nc2ccccc12 | · | 21 | 4 | -2 | · | 8 | 13 | 3
Cc1ccc(CNC(=O)c2ccccc2N(C)S(C)(=O)=O)cc1 | 3 | -8 | 8 | -3 | 7 | 10 | 15 | ·
CC(C)C[C@@H](COc1ccccc1)N1CCN(C)CCC1=O | 11 | -2 | 2 | 0 | -2 | -7 | -11 | 3
COc1cc(C(O)c2nc(-c3cc4ccccc4o3)cs2)ccc1F (configuration not stated) | 5 | -17 | 17 | 8 | 8 | -8 | -17 | 0
CC(/C=N\NC(=O)c1cc(C)oc1C)=C\c1ccccc1 | -14 | -107 | -7 | · | -2 | · | -15 | 1

3 entries from above, as a markdown table:
| SMILES | PGC1a acetyl inh | PAX8 reporter | FN deposition inh | Casp6 inh | miR-122 sensor | EWS-Fli block | LGR2 antag | Cneo AK release |
| --- | --- | --- | --- | --- | --- | --- | --- | --- |
| CC(/C=N\NC(=O)c1cc(C)oc1C)=C\c1ccccc1 | -14 | -107 | -7 | · | -2 | · | -15 | 1 |
| COc1ccccc1C(=O)c1nc2ccccc2n1C | · | 3 | -5 | -2 | · | -1 | -16 | -1 |
| CC(NC(=O)CN1c2cccc3cccc(c23)S1(=O)=O)c1ccc(S(N)(=O)=O)cc1 (configuration not stated) | 7 | · | -5 | 56* | 3 | 2 | 14 | 3 |

Shown as a hit in Casp6 inh (from the list above):
| SMILES | PGC1a acetyl inh | Casp6 inh | miR-122 sensor | LGR2 antag |
| --- | --- | --- | --- | --- |
| CC(NC(=O)CN1c2cccc3cccc(c23)S1(=O)=O)c1ccc(S(N)(=O)=O)cc1 (configuration not stated) | 7 | 56* | 3 | 14 |

Other entries follow.
SMILES | PGC1a acetyl inh | PAX8 reporter | FN deposition inh | Casp6 inh | miR-122 sensor | EWS-Fli block | LGR2 antag | Cneo AK release
Cc1nc2cc(-c3ccc(Br)cc3)[nH]n2c(=O)c1Cl | · | -20 | 6 | 0 | · | -40 | -4 | 0
Cc1ccsc1C(=O)OCC(=O)NCc1ccco1 | -5 | -6 | 3 | 1 | -10 | -11 | -10 | 0
C[C@@H]1CN([C@H](C)CO)C(=O)Cc2cc(NC(=O)CCC(F)(F)F)ccc2O[C@H]1CN(C)Cc1ccc(-c2ccccc2)cc1 | 0 | 4 | · | 2 | -9[16.7 µM] | -1 | 7 | 3
CC(=O)Nc1cccc(OCc2ccc([N+](=O)[O-])cc2)c1 | · | -140 | · | 1 | · | -80 | -58 | ·
c1ccc2c(N3CCCCC3)nc(N3CCCC3)nc2c1 | -16 | 0 | -7 | · | 0 | · | · | 2
CCOc1ccc(C(C(=O)NC2CCCCC2)N(C(=O)c2ccccn2)c2cccnc2)cc1 (configuration not stated) | 3 | -11 | 1 | 0 | · | 2 | 1 | ·
OC[C@H]1Nc2ccc(-c3ccc(F)cc3)cc2[C@@H]2[C@H]1CCN2Cc1ccc(F)cc1 | 1 | -18 | -13 | · | 2[16.7 µM] | -14 | 11 | 4
CCN(Cc1ccccc1)S(=O)(=O)c1cn(C)cn1 | · | -9 | 6 | 0 | · | · | 5 | ·
CCCNC(=O)N1[C@H](CO)[C@@H](c2ccccc2-c2ccccc2F)[C@@H]1C#N | -2 | · | 2 | 0 | · | -10 | -7 | ·
CC(=O)c1c(C)[nH]c(C(=O)OCC(=O)NCc2ccc(Cl)cc2)c1C | -8 | 30 | -15 | -1 | -5 | 9 | -5 | 1
COc1ccc2c(c1)Cc1c-2cc(Br)c(N)c1Br | · | 18 | · | -2 | · | 7 | -20 | 0
Cc1cc2c(c(=O)n1Cc1cccnc1)C(c1cccs1)C(C#N)=C(N)O2 (configuration not stated) | 4 | · | -12 | · | -1 | · | · | 1
Cc1ccsc1C(=O)NNC(=O)c1ccccc1F | · | -118 | 0 | 3 | · | -83 | -46 | ·
C[C@@H]1CCCCO[C@@H](CN(C)C(=O)c2ccccc2)[C@H](C)CN([C@@H](C)CO)C(=O)c2cc(NS(=O)(=O)c3cccs3)ccc2O1 | · | 18 | -14 | 1 | -5[16.7 µM] | -2 | 4 | -1
O=C(CCCNC(=O)c1ccc(Cl)cc1)Nc1ccccc1F | · | 3 | 2 | -2 | · | -3 | 6 | -1
COc1ccc2c(c1)C(=O)CC(O)(C(F)F)O2 (configuration not stated) | · | -4 | -1 | 1 | · | -2 | 7 | ·
COc1ccc(C(=Cc2ccccc2)C(=O)O)cc1 | -5 | -13 | -8 | 1 | · | 6 | 5 | -1
O=C(Nc1ccccc1)c1ccc(Br)o1 | · | -21 | 3 | -4 | · | -78 | -9 | 0
CC(C)c1cc(=O)n2[nH]c(N)nc2n1 | · | 0 | -3 | 1 | -1 | -3 | -14 | -1
O=C(NCC(c1ccco1)N1CCCC1)c1cc(S(=O)(=O)N2CCOCC2)ccc1Cl (configuration not stated) | -5 | 10 | -3 | -2 | -9 | 9 | -3 | 0
COc1ccc(NC(=O)N2CCCc3ccccc32)cc1 | -3 | -42 | -9 | · | -6 | · | · | -2
COc1ccc(NC(=O)Cn2nc(C)c([N+](=O)[O-])c2C)cn1 | 8 | 9 | -17 | -1 | · | -1 | 4 | ·
Cc1ccsc1/C=C(\C#N)C(=O)NCc1cccnc1 | 5 | 11 | · | · | -5 | · | -13 | 0
CCOC(=O)c1c(-c2ncc(C(F)(F)F)cc2Cl)noc1C | 3 | 8 | 10 | 0 | -7 | 5 | -10 | ·
CC(C(=O)Nc1ccc(S(N)(=O)=O)cc1)N1CCc2ccccc21 (configuration not stated) | · | 5 | -6 | 1 | · | 9 | -6 | ·
O=C(Oc1ccc(C(=S)N2CCOCC2)cc1)c1cc([N+](=O)[O-])cc([N+](=O)[O-])c1 | -4 | -3 | -2 | · | · | 3 | 2 | 0
CCCCCC(=O)N1CC2(CC(c3cccc(NC(=O)c4ccccc4)c3)=NO2)C[C@@H]1C(N)=O (some centres not stated) | 1 | -1 | -20 | 10 | -4 | 2 | 1 | 0
CN(Cc1ccccc1)C(=O)COC(=O)CCC(=O)c1ccc(F)cc1 | -9 | 8 | -2 | 0 | · | 1 | -5 | -2
C=CCN=c1scc(-c2ccc3c(c2)NC(=O)CO3)n1/N=C(\C)c1ccccn1 | 7 | 17 | · | -2 | · | 44 | 20 | ·
COC(=O)c1cc(S(=O)(=O)NCc2ccccc2)c[nH]1 | 8 | -9 | 4 | 0 | 15 | -6 | · | -1
C[C@H](CO)N1C[C@H](C)[C@H](CN(C)C(=O)c2ccccc2)OCCCC[C@H](C)Oc2ccc(NC(=O)Cc3ccccc3)cc2C1=O | 0 | 36 | · | -3 | 17[16.7 µM] | 0 | 9 | 1
C[C@@H]1CCCCO[C@H](CN(C)S(C)(=O)=O)[C@H](C)CN([C@@H](C)CO)C(=O)c2cc(NC(=O)Cc3ccccc3)ccc2O1 | -15 | -7 | · | · | 5[16.7 µM] | -14 | 3 | ·
C[C@H]1CN([C@@H](C)CO)C(=O)c2cc(Br)cnc2O[C@H]1CN(C)Cc1ccccn1 | 4 | · | · | 2 | -1[16.7 µM] | -6 | -14 | -3

The order is random. Share with any hit: about 2.5%.
